Rpn11 inh: inhibitors of human proteasome Rpn11 | O00487 | 360,000 compounds, 0.59% hits | calls only at 20 µM | AID 588493 | human 26S proteasome, Ub4-pepOG fluorescence polarization; 20S core pre-blocked with epoxomicin;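 active means inhibition at 20 µM, scaled to each plate's controls, above about 33%, limit read from the data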
Scp1 inh: Scp-1 (human) phosphatase inhibition | Q9GZU7 | Recombinant Scp1, phosphopeptide, malachite green phosphate absorbance | inhibition, % at 20 µM | 340,000 compounds, 0.88% hits | AID 493091;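 active means inhibition above about 50% at 20 µM, limit read from the data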;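 further: plate controls were DMSO wells with enzyme for no effect and wells lacking enzyme for full effect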
Target sequence (Q9GZU7 76-261 limits assumed): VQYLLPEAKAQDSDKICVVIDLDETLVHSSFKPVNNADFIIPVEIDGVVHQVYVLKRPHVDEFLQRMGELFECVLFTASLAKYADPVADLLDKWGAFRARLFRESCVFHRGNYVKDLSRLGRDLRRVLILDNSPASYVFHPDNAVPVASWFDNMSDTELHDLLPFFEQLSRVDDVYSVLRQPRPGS
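Test system: SCP-1 phosphatase catalytic domain, residues 76-261 | Compound dosing: One concentration, 20 µM, with 1.0% DMSO | Schedule: 45 min room-temperature reaction, 5 min colour, 30 min stabiliser | Detection: Absorbance at 630 nm | Read-out basis: % inhibition of SCP-1 phosphate liberation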
DNMT1 inh: inhibitors of human DNMT1. inhibition (reported as % activation of signal), % at 10 µM. P26358. DNMT1 molecular beacon, Hinp1I cleavage, fluorescence. AID 588458. 360,000 compounds, 0.83% hits; in the data active means inhibition above about 50%
MsrA inhibitor: inhibitors of bovine MsrA; purified bovine MsrA, absorbance read-out; inhibition, % at 15.5 µM; 360,000 compounds, 0.75% hits; AID 651718; in the data active means inhibition above about 4.5%;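 further: 0% = vehicle wells with enzyme and 100% = reference inhibitor wells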
Tb MetRS inh: blocks T. brucei methionyl-tRNA synthetase activity; inhibition, % at 11.9 µM; 360,000 compounds, 0.4% hits; purified T. brucei MetRS, ATP depletion, Kinase-Glo luminescence;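 active means inhibition above a per-plate cutoff of the control wells' mean inhibition plus 3 SD, cut at about 5.5% in these data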;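 further: 0% = DMSO wells median and 100% = median of wells with control inhibitor compound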
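System: purified T. brucei MetRS enzyme / Detection: Kinase-Glo luciferase luminescence reporting remaining unconsumed ATP / Medium: HEPES buffer with MgCl2, KCl, DTT, spermine, BSA, pyrophosphatase / Replication: singlicate, one well per compound / Evaluation: percent inhibition relative to median high and low control wells / Schedule: 2 h aminoacylation at 25 °C after 15 min preincubation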
NadD block: inhibitors of Staphylococcus aureus NadD. AID 602399. 360,000 compounds, 0.78% hits. purified NadD enzyme, colorimetric absorbance read-out. inhibition, % at 20 µM; in the data active means inhibition above about 26%; further: some compounds past the cut are filed as inactive
STEP block: STEP (human) phosphatase inhibition; 360,000 compounds, 0.25% hits; P54829; AID 588621; recombinant STEP, OMFP fluorogenic substrate, fluorescence; inhibition, % at 20 µM;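 active means inhibition at 20 µM, scaled per plate between control wells, above about 37%, limit read from the data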;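 further: 0% = DMSO with enzyme and substrate and 100% = substrate only without enzyme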
Target sequence (P54829 whole entry, looked up): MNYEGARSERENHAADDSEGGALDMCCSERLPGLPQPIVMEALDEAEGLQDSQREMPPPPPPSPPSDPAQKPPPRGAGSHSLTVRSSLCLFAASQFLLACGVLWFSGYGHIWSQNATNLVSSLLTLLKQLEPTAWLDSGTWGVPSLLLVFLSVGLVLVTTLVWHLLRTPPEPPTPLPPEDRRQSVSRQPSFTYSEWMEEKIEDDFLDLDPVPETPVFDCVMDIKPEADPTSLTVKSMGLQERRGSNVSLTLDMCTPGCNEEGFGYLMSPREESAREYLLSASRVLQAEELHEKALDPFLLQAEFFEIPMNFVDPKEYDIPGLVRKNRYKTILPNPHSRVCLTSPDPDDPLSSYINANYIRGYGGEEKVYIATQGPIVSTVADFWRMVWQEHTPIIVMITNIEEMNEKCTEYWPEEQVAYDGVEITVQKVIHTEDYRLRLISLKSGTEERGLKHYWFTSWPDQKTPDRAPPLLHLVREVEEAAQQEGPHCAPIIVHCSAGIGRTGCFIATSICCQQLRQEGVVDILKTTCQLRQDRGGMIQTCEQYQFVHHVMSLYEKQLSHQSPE
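Also added – OMFP at 25 µM · Test system – STEP tyrosine phosphatase · Technique – FITC-channel fluorescence of OMFP product · Schedule – 20 min at room temperature, dark · Evaluation – control-normalized % inhibition with plate pattern correction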
CSN inh: CSN deneddylation inhibition | Purified CSN, SCF-Nedd8-OG deneddylation, fluorescence polarization | inhibition, % at 12.5 µM | 360,000 compounds, 0.38% hits;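 active means pattern-corrected inhibition above about 35%, with an unprinted fluorescence ratio check between 0.5 and 1.5, limit read from the data, passing the limit was not always enough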;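 further: 0% = enzyme with substrate and 100% = substrate without enzyme; some results filed as inactive read as strong as hits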
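Assay system: purified human Csn5 enzyme expressed in HEK293T cells; Input: 0.24 nM Csn5 enzyme, final concentration; Reagent: 10 nM SCFSkp2-Nedd8OG; Compound dosing: 12.5 µM single point; Times: reaction 90 min, room temperature; Technique: fluorescence polarization readout.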
SUMO1 PPI mod: alters human SUMO1 binding to SIM partners | SUMO1 binding to a labelled peptide, TR-FRET, 1 h | AID 602429 | inhibition, % at 20 µM | 360,000 compounds, 0.33% hits; in the data active means inhibition above about 37%
Target sequence (P63165 whole entry, looked up): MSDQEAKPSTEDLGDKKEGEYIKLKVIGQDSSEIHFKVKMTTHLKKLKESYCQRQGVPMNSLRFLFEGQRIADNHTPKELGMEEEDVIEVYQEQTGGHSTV
LMPTP inh: LMPTP (human) inhibition. P24666. recombinant LMPTP-A, OMFP fluorogenic substrate, fluorescence intensity. inhibition, % at 20 µM. 360,000 compounds, 0.22% hits;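 active means compounds that cut the enzyme signal by at least half of the control window in the single-dose screen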;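 further: plate controls were DMSO wells with enzyme plus substrate for no effect and substrate without enzyme for full effect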
Target sequence (P24666 whole entry, looked up): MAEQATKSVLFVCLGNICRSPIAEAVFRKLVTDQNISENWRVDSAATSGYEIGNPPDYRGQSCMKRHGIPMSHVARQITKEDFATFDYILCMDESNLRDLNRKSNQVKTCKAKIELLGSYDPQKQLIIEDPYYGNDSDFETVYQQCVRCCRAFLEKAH
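Test system: LMPTP-A phosphatase enzyme; input: 0.625 nM LMPTP-A final; reagent: OMFP substrate, 400 µM final; compound dosing: 20 µM single dose, 3% DMSO; incubation: 50 min dark incubation at room temperature; measured by: endpoint fluorescence intensity from OMFP dephosphorylation; measure: % inhibition relative to no-enzyme and uninhibited control wells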
An asterisk follows results filed as active; i = inactive; nt = not tested or not shown.

no. | smiles | Rpn11 inh | Scp1 inh | DNMT1 inh | MsrA inhibitor | Tb MetRS inh | NadD block | STEP block | CSN inh | SUMO1 PPI mod | LMPTP inh
1 | CC(C)CCOc1ccc(C(=O)N2CCCC2C(=O)O)cc1 (centres undefined) | i | 3 | 0 | 0.6 | -1.4 | 1 | 2 | -1 | -1 | 0.8
2 | CC(C)N1CCN(Cc2ccccc2-c2ccco2)CC1CCO (centres undefined) | i | -2 | 2 | -1.6 | -0.7 | 1 | 1 | -1 | -2 | 1.1
3 | COCCC(=O)N1CCC(Oc2ccc(C(=O)N3CCCC(OC)C3)cc2)CC1 (centres undefined) | i | 3 | 2 | 0.8 | -1.0 | -3 | 2 | 5 | 3 | -1.4
4 | Cc1noc(C)c1CSCC(=O)OCc1nc2ccccc2c(=O)n1CC#N | i | -6 | -13 | -0.2 | -0.1 | -5 | 0 | 4 | 6 | 1.0
5 | CCc1nc2ccc(C(=O)Nc3cccc(OCC(=O)N(C)C)c3)cn2c1N(CCC(C)C)CCN(C)C | i | nt | 1 | 0.0 | 0.5 | 0 | -1 | 3 | 0 | -0.4
6 | O=C(c1cccc(Cl)c1)N1CCN(c2ncccn2)CC1 | i | -1 | 0 | 0.5 | -0.3 | 0 | -1 | 6 | 1 | -0.9
7 | COc1c2c(nc3occc13)C(CC=C(C)C)(OC)C(=O)C=C2 (centres undefined) | i | -3 | 3 | -0.4 | -0.7 | -6 | 0 | 0 | -11 | -0.6
8 | O=C(CCCn1nnnc1CN1CCOCC1)N1CCC(c2ccccc2Cl)C1 (centres undefined) | i | -7 | -2 | 0.6 | -0.2 | -1 | -2 | -2 | -1 | -0.4
9 | CC(=O)c1ccc(NC(=S)N2CCCC2)cc1 | i | -2 | -1 | -0.1 | -0.2 | -3 | 0 | 1 | -3 | -0.9
10 | CC(OC(=O)C1CC1)C(=O)Nc1ncc(Cl)cc1Cl (centres undefined) | i | -4 | 3 | 0.9 | -0.5 | 2 | 0 | -6 | -2 | -1.0
11 | CC(C)n1c(C(O)c2ccc3c(c2)OCO3)nc2ccccc21 (centres undefined) | i | -5 | 1 | -0.6 | -0.2 | 1 | -4 | -1 | 2 | -0.6
12 | CC(C)C1N(C(=O)CN2CCCCC2)CCN1S(=O)(=O)c1ccccc1 (centres undefined) | i | -2 | -2 | 0.9 | -0.6 | 0 | -1 | 6 | -1 | 0.5
13 | CCOc1ccc(C(C)NC(=O)C2CCCC2)cc1 (centres undefined) | i | -12 | 4 | -0.3 | -0.4 | -3 | -2 | 1 | -1 | 0.3
14 | CCc1noc(C)c1C(=O)Nc1ccccc1C(C)(C)C | i | -5 | 1 | 0.8 | -0.4 | -3 | -1 | -4 | 1 | -1.4
15 | O=C1C(=O)N(CCN2CCOCC2)C(c2ccc(Cl)cc2)/C1=C(/O)c1ccc(S(=O)(=O)N2CCOCC2)cc1 (centres undefined) | i | 2 | -1 | nt | -0.2 | 2 | 0 | 2 | -16 | -1.5
16 | CC(C)(C)NC(=O)CN(C(=O)CCN1CCCc2ccccc21)C(C)(C)C | i | -6 | -1 | -0.9 | -0.3 | -4 | -3 | -6 | -10 | -0.2
17 | COc1cc2c(c(OC)c1OC)-c1ccc(OC)c(=O)cc1C(NC(=O)c1ccccc1)CC2 (centres undefined) | i | -5 | 41 | 3.3 | -0.3 | 3 | 3 | 3 | -9 | 5.2
18 | CSc1cccc(CN2CCCC(CNC(=O)c3ccco3)C2)c1 (centres undefined) | i | -7 | -3 | -0.4 | -0.2 | 0 | -2 | -2 | 3 | -0.4
19 | Cc1nnsc1C(=O)NNC(=O)c1ccc(C(F)(F)F)cc1 | i | -7 | 1 | -1.1 | 0.3 | -6 | 0 | -1 | -5 | -1.0
20 | CCC1C(=O)C(C)(C)C(=O)OC1c1ccc([N+](=O)[O-])cc1 (centres undefined) | i | -7 | 14 | 0.7 | -0.2 | 1 | 5 | 2 | -23 | 0.5
21 | CC(=O)Nc1cccc(/C(C)=N/N2C(C)CCCC2C)c1 (centres undefined) | i | 5 | 8 | 0.1 | -2.0 | 0 | 0 | 0 | 6 | 1.9
22 | CCOC(=O)CNC(=O)N1CCCC(C(=O)c2cc(C)c(OC)c(C)c2)C1 (centres undefined) | i | 0 | 1 | -0.6 | -1.0 | 5 | 2 | -4 | 9 | -0.3
23 | O=C1CCN(Cc2ccccc2)CCN1[C@H](CO)c1ccccc1 | i | -3 | 2 | -0.8 | -0.5 | -9 | -3 | -1 | 3 | -0.6
24 | CCc1nc2oc3ccccc3c(=O)c2c(=O)n1Cc1ccccc1 | i | -1 | -1 | -0.1 | -0.7 | -3 | 0 | 0 | 4 | -1.6
25 | COC(=O)NNC(=S)NCc1ccc(C)cc1 | i | -3 | -2 | 1.3 | -0.4 | -4 | 1 | -24 | -3 | -1.4
26 | COc1ccc(CN2CCOCCOCCOCC2)cc1 | i | -10 | -4 | 0.6 | 0.1 | -3 | -2 | 4 | -4 | -1.5
27 | CC(C)N(C(=O)Cn1c(SCC(=O)NC2CC2)nc2ccccc21)C(C)C | i | -3 | 1 | -1.4 | 0.0 | 8 | -1 | -2 | 4 | -1.0
28 | CCc1ccc2oc(-c3cc(N)ccc3Cl)nc2c1 | i | 5 | -9 | 0.4 | -0.8 | -1 | -3 | -2 | -1 | 1.9
29 | Cc1ccc(CNC(=O)C2CCC(=O)N(CCc3cccc(F)c3)C2)s1 (centres undefined) | i | -7 | -1 | 1.8 | -0.4 | -2 | -2 | 0 | -3 | -1.1
30 | COc1ccc(C(=O)O/N=C(/c2ccccc2)c2ccncc2)cc1 | i | -6 | 0 | 0.5 | -1.0 | -6 | -2 | 1 | 0 | -1.5
31 | CCOCC(=O)Nc1nnc(SCCOC)s1 | i | 10 | 1 | 0.5 | -0.3 | 0 | -2 | -3 | 1 | -0.5
32 | CC1CCCCC1NC(=O)CC1Oc2ccccc2NC1=O (centres undefined) | i | -6 | -5 | -0.3 | -0.8 | -2 | -3 | -1 | 6 | -1.7
33 | O=C(NCc1ccccc1C(F)(F)F)c1cccc2c1C(=O)c1ccc(N3CCC(N4CCCCC4)CC3)cc1S2(=O)=O | nt | nt | -6 | -0.3 | -1.0 | 21 | -5 | 143* | 50* | 16
34 | N#CCc1c(C#N)c(N)nc(N2CCOCC2)c1C#N | i | 15 | -1 | 1.6 | -0.1 | -1 | 1 | -1 | 5 | -1.0
35 | NS(=O)(=O)c1ccc(NC(=O)CSc2nc3ccccc3n2-c2ccccc2)cc1 | i | 0 | -5 | -0.8 | -1.2 | 8 | 0 | -5 | 8 | 1.9
36 | O=C1CC(N2CCCCCC2)C(=O)N1c1ccc2c(c1)OCO2 (centres undefined) | i | -11 | -1 | 0.5 | 0.5 | -2 | 0 | -5 | -2 | -0.7

Arranged by molar mass (smallest number first): part of the list above
no. | smiles | Rpn11 inh | Scp1 inh | DNMT1 inh | MsrA inhibitor | Tb MetRS inh | NadD block | STEP block | CSN inh | SUMO1 PPI mod | LMPTP inh
28 | CCc1ccc2oc(-c3cc(N)ccc3Cl)nc2c1 | i | 5 | -9 | 0.4 | -0.8 | -1 | -3 | -2 | -1 | 1.9
31 | CCOCC(=O)Nc1nnc(SCCOC)s1 | i | 10 | 1 | 0.5 | -0.3 | 0 | -2 | -3 | 1 | -0.5
26 | COc1ccc(CN2CCOCCOCCOCC2)cc1 | i | -10 | -4 | 0.6 | 0.1 | -3 | -2 | 4 | -4 | -1.5
32 | CC1CCCCC1NC(=O)CC1Oc2ccccc2NC1=O (centres undefined) | i | -6 | -5 | -0.3 | -0.8 | -2 | -3 | -1 | 6 | -1.7
36 | O=C1CC(N2CCCCCC2)C(=O)N1c1ccc2c(c1)OCO2 (centres undefined) | i | -11 | -1 | 0.5 | 0.5 | -2 | 0 | -5 | -2 | -0.7

Remaining list, next part
no. | smiles | Rpn11 inh | Scp1 inh | DNMT1 inh | MsrA inhibitor | Tb MetRS inh | NadD block | STEP block | CSN inh | SUMO1 PPI mod | LMPTP inh
37 | Cn1c(Cc2nc3ccccc3n2C)nc2ccccc21 | i | -2 | 7 | 0.1 | -0.2 | 2 | -1 | -3 | -28 | 0.5
38 | COc1ccc(C(=O)Nc2ccc(Cl)cc2C(=O)N2CCOCC2)cc1 | i | -5 | 0 | 0.2 | -0.4 | 2 | 0 | 3 | 6 | -0.4
39 | CC(OC(=O)CNC(=O)COc1ccccc1)C(=O)N(C)Cc1ccccc1 (centres undefined) | i | -5 | -1 | -0.2 | -0.3 | -6 | 0 | 2 | 0 | -0.5
40 | CCCCCCCCCC[n+]1cccc(C(=O)N(CC)CC)c1 | i | 6 | 1 | -1.1 | -1.4 | -1 | -1 | 5 | 3 | -1.5
41 | CC(C)c1nc(Cl)c(C#N)c2c1CSC(C)(C)C2 | i | -1 | 5 | 0.6 | -0.6 | -5 | 4 | -1 | 5 | 0.8
42 | O=C(Nc1ccc(N2CCCC2)c(S(=O)(=O)Nc2cccc(C(F)(F)F)c2)c1)c1cccs1 | i | -6 | -22 | -0.5 | 1.4 | 17 | 4 | -6 | 3 | 4.5
43 | CC(NCc1ccc2c(c1)OCO2)C(=O)N1CCc2ccccc21 (centres undefined) | i | 1 | -3 | 0.8 | -1.2 | 1 | 0 | 3 | -5 | 0.5
44 | CCOc1cc(C(=O)N2CCCC2)cc(OCC)c1OCC | i | 2 | -2 | 1.0 | -1.2 | 5 | -2 | 0 | 0 | 0.3
45 | CCc1cc2c3c([nH]c2cc1S(=O)(=O)N1CCC2(CC1)OCCO2)CCCC3=O | i | 4 | 5 | 0.4 | 0.1 | -1 | 2 | -2 | 8 | 1.8
46 | Cc1ccc(N2C(=O)[C@@H]3C(C(=O)CN4C(=O)c5ccccc5C4=O)=NN[C@@H]3C2=O)c(C)c1 | i | 3 | 7 | 0.0 | -0.4 | 1 | 0 | -1 | -19 | 1.5
47 | O=C(CSCc1ccccc1Br)NC1CC1 | i | -5 | 81* | 0.8 | 0.7 | 9 | 2 | -3 | 1 | -0.9
48 | COc1cccc(CN(C)S(=O)(=O)c2ccc3c(c2)OCCO3)c1 | i | -6 | -2 | 1.4 | -0.5 | -5 | 0 | -11 | -7 | 1.1
49 | Brc1ccccc1-n1nnc(-c2cccnc2)n1 | i | -6 | -2 | -0.3 | -0.3 | -2 | -2 | -2 | 3 | -0.3
50 | COc1ccc(OC)c(N(CCN2C(=O)c3ccccc3C2=O)C(=O)C2CCC(=O)C2C)c1 (centres undefined) | i | nt | 4 | 0.3 | 0.1 | -4 | 2 | -2 | -3 | -2.2

High-throughput results as filed in PubChem.
